# Assay outcomes from PubChem BioAssay.
# Vif imaging = HIV Vif self-association inhibitors, primary screen, imaging, HEK293T, single point. HEK293T cells, Vif self-association by quenched fluorescence, 24 h. inhibition, % at 7.49 µM. hit rate 0.35% among 340,000. AID 602346, 2012; in the data active means inhibition above about 50%, passing the limit was not always enough; further: some results filed as inactive read as strong as hits
# ABCB6 inh MLPCN = ABCB6 transporter inhibitors, primary screen, K562-ABCB6 cells, flow cytometry, MLPCN library. K562-ABCB6 porphyrin accumulation, 1 h; stronger effect = lower value. hit rate 0.19% among 360,000. fluorescence ratio to DMSO, % at 10 µM. ATP-binding cassette sub-family B member 6 (Homo sapiens), Q9NP58;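 active means fluorescence ratio to DMSO below 75%, the collection mean minus 3 SD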;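 further: signal is porphyrin accumulated inside mitochondria; 100% equals median channel fluorescence of DMSO control wells; lower ratio means ABCB6 inhibition with less porphyrin fluorescence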
# MC4R ag barr = MC4R agonists recruiting beta-arrestin, primary screen, cell-based, luminescence, agonist arm of biased-ligand search; hit rate 0.98% among 360,000; U2OS MC4R beta-arrestin complementation; percent of melanotan II response, DMSO zero; activation, % at 8.9 µM; Melanocortin receptor 4 (Homo sapiens), P32245; AID 540308, 2011;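 active means activation above a per-plate cutoff, the mean activation of sample wells on that plate plus 3 SD, cut at about 8% in these data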
# Target sequence (P32245 whole entry, looked up): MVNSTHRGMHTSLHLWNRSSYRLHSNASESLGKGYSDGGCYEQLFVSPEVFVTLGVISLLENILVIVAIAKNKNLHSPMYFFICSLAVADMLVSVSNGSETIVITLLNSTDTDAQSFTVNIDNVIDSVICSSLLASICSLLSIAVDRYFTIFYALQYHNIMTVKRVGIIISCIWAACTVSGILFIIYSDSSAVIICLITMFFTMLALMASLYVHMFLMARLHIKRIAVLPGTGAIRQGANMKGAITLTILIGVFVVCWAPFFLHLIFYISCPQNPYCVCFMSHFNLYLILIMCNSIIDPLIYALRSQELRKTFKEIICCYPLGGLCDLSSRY
# MC4R antag cAMP = MC4R antagonists of cAMP signaling, primary screen, cell-based, TR-FRET, antagonist arm of biased-ligand search | MC4R-expressing cells, MTII-stimulated cAMP, LANCE TR-FRET | inhibition, % at 6.5 µM | Melanocortin receptor 4 (Homo sapiens), P32245 | AID 540295, 2011 | hit rate 0.48% among 360,000;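 active means inhibition above its plate's cutoff, the mean of tested wells on that plate plus 3 SD, cut at about 29% in these data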;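 further: 0% = Melanotan II alone and 100% = Melanotan II plus saturating MCL0020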
#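 Material: human MC4R-expressing U2OS cells. Probe or stimulus: Melanotan II challenge. Dosing: 6.5 µM single dose. Times: 30-min compound, 1-h challenge, 1-h detection, room temperature. Technique: TR-FRET with Eu-cAMP and labeled anti-cAMP, 671 nm. Replication: singlicate.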
# N-glyco inh = increase of ERlucT glycosylation luciferase signal, primary screen, N-linked glycosylation inhibitor project, D54 ERlucT cells, luminescence, set 2; D54 ERlucT glycosylation luciferase reporter, 24 h; percent of 100 nM tunicamycin response; reporter increase, % at 12.5 µM; hit rate 0.23% among 360,000;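 active means mean luciferase reporter signal, scaled so untreated is 0 and the glycosylation-blocking control 100, at or above a set limit in every replicate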;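 further: luciferase carries N-glycosylation sites so blocking glycosylation raises the light; 0% = median of neutral control wells and 100% = median of 100 nM tunicamycin wells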
# aDG glyco act = activators of alpha-DG glycosylation, primary screen, uHTS, Pro5-aDG cells, AlphaScreen; alpha-DG glycosylation AlphaScreen (IIH6); 0% Pro5, 100% B10-LARGE cell signal; hit rate 0.22% among 360,000; AID 624168, 2012; activation, % at 10 µM;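 active means activation of at least 8% versus controls, or a plate z-score of at least 8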;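 further: Pro5 are CHO cells carrying HIG-tagged alpha-DG that lacks glycosylation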
# PDI inh = inhibitors of human PDI, primary screen, biochemical, turbidity, single point, plate reader; Protein disulfide-isomerase (Homo sapiens), P07237; hit rate 0.052% among 350,000; AID 588391, 2011; PDI insulin aggregation turbidity, A650, 90 min; inhibition, % at 10 µM;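 active means mean inhibition across replicates of 30% or more, whatever share of single replicates reach that level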;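 further: absorbance from insulin aggregation driven by PDI reduction with DTT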
# CaV13 FRET inh = Disruptors of the CACNA1D IQ motif to Ca2+-dependent inactivation inhibitor domain association, primary screening, Förster resonance energy transfer in intact living …. HEK cells, CFP/YFP FRET ICDI-IQ, plate reader, 10 min; percent FRET-ratio fall versus neutral wells. inhibition, % at 12.3 µM. hit rate 0.098% among 340,000;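 active means mean replicate inhibition of at least 30% and at least 1% of replicates passing that level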;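 further: 0% = median of the neutral control wells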
# H9c2 protect = cardioprotection against H2O2-induced cell death, primary screen, uHTS, H9c2 cells, ATPLite luminescence; hit rate 0.63% among 360,000; H9c2 cardiomyocytes, H2O2 injury protection, 2 h; AID 588492, 2011; protection from H2O2 cell death, % at 20 µM;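 active means compounds giving at least 50% protection of heart cells from peroxide-induced death in the single-dose screen, raw or plate-pattern-corrected value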;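 further: 0% = DMSO wells with peroxide and 100% = DMSO wells without peroxide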
# HTR2A ag = mouse Htr2a agonists via beta-arrestin recruitment, primary screen, cell-based, luminescence; hit rate 0.66% among 360,000; CHO-K1 mHTR2A beta-arrestin complementation; percent of 30 µM serotonin response; activation, % at 7.6 µM;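 active means activation above a run cutoff, the mean activation of all tested compounds plus 3 SD, cut at about 14% in these data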;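 further: 0% = plate median of compound wells and 100% = 30 µM serotonin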
# Target sequence (P35363 whole entry, looked up): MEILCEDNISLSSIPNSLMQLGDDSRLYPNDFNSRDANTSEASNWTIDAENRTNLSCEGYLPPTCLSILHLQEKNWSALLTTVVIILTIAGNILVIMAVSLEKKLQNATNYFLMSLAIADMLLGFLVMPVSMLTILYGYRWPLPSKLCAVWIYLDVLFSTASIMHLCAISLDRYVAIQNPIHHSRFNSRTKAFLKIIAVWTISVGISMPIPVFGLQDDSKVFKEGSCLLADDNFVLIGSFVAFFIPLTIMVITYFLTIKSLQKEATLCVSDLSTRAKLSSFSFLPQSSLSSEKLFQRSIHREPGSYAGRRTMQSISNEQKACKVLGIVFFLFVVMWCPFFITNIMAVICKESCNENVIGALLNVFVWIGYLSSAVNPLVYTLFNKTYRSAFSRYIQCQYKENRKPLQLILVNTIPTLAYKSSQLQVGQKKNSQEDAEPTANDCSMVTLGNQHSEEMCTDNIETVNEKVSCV
# Starred values were filed as active, the others as inactive; x = not tested or not shown.
SMILES,Vif imaging,ABCB6 inh MLPCN,MC4R ag barr,MC4R antag cAMP,N-glyco inh,aDG glyco act,PDI inh,CaV13 FRET inh,H9c2 protect,HTR2A ag
CC(C(=O)c1ccc(-c2ccccc2)cc1)[n+]1cccc(Br)c1 (stereo not drawn),-5,100,-0.7,6,2,0.0,-15,-4,-13,-9
CCCCCc1ccc(C(=O)CCCC)c(=S)[nH]1,x,106,0.1,7,1,-0.2,-5,5,-5,-2
CCOc1ccc2c(c1)C(c1ccccc1)=NNC(c1ccccc1)=N2,-2,99,-2.0,9,1,1.1,-11,-5,6,1
COc1ccc(C(=O)Nc2ccccn2)cc1,x,99,1.2,2,1,0.1,12,x,5,2
O=C(Nc1ccc(F)cc1)c1ccc(COc2ccccc2)cc1,-48,96,-0.2,7,0,-0.1,-3,-5,-3,-5
Cc1ccc2nccc(C(=O)N3CCCC(N4CCN(c5ccc(F)cc5)CC4)C3)c2c1 (stereo not drawn),-3,99,-2.0,-7,-4,0.0,-4,x,5,0
O=C(NCc1ccccn1)c1ccc(OC2CCN(Cc3ccc(CO)o3)CC2)cc1,-11,101,-2.9,10,-1,-0.5,-2,-3,7,6
O=C(COC(=O)C1CCC(=O)N1)Nc1ccc(Oc2ccccc2)cc1 (stereo not drawn),5,97,-2.9,0,-3,-0.4,-1,-7,-3,-6
O=C(OCC(=O)N1CCc2ccccc21)c1nc(Cl)ccc1Cl,-3,97,-0.2,8,3,0.2,8,-4,12,-4
COCC(=O)NC1CC2CCCC(C1)N2Cc1ccccc1 (stereo not drawn),11,102,0.3,4,1,-0.1,-1,-4,0,2
N#Cc1ccc(N)cc1OCCCN1CCCCC1,3,96,-0.1,-4,-5,0.1,-2,-6,9,-3
O=C(Cn1c(=S)[nH]c2ccccc2c1=O)N1CCN(c2ccccc2)CC1,-2,90,1.8,12,1,0.0,-8,-6,2,6
N#CC(C#N)=C1C=CC=CN1/C(=C\c1ccccc1Cl)C(=O)c1ccccc1,-3,102,-3.8,-11,-8,-0.5,-2,-3,-20,-3
Cc1cc(C(=O)N/N=C2\CCCC(=O)C2)c(C)o1,-1,98,-1.8,7,0,-0.2,6,-10,4,7
CS(=O)(=O)N(CC(=O)Nc1ccccc1C(=O)N1CCCC1)c1ccc2c(c1)OCO2,-3,81,0.6,-3,1,0.0,-5,-6,-3,-2
CNC(=O)CC1C(=O)N(Cc2ccccc2)C(=S)N1NC(=O)c1cccc(F)c1 (stereo not drawn),-2,99,-2.5,7,1,-0.3,7,-5,2,3
CCOC(=O)c1cccc(N2CC3CNC(=O)C2(C(=O)OC)N3C)c1 (stereo not drawn),-14,89,-2.7,-4,-1,-0.1,-3,-10,11,-2
Cc1nnc(Nc2ccc(Cl)cc2)s1,-1,98,-0.1,10,0,-0.1,4,-5,-8,8
CC1(C)NC(=O)N(CC(O)COc2cc3ccccc3cc2C(=O)N2CCCCC2)C1=O (stereo not drawn),2,88,-1.2,-3,-3,-0.1,-5,-3,18,0
CCn1c(SCC(=O)N2CCc3ccccc3C2)nc2c1c(=O)n(C)c(=O)n2C,5,102,0.1,6,1,-0.2,5,-8,7,0
Nc1[nH]c(C(=O)c2ccccc2)c(-c2ccccc2C(F)(F)F)c1C(=O)c1cccs1,x,122,x,x,x,0.1,x,-15,x,4
CCOC(=O)C1(C)CCN1C(=O)c1cc(OC)c(OC)c(OC)c1 (stereo not drawn),0,103,1.0,4,1,-0.2,15,-4,-1,2
Cc1ccc(C)c(NC(=O)CN(C)C(=O)c2ccc3c(=O)n4c(nc3c2)CCC4)c1,-1,92,-0.2,2,1,0.0,7,-5,-1,-3
O=C(Nc1ccc(Cl)cn1)c1ccc2c(Cl)c3c(nc2c1)CCC3,9,98,-2.5,9,-14,-0.1,-4,-7,-14,-2
CCC/C=N/NC(=O)c1ccccc1O,-6,98,-0.3,13,0,0.0,-8,-1,-4,2
CCO[C@@H]1OC(C(=O)N2CCOCC2)=C[C@H](c2ccccc2)[C@H]1CCCO,2,97,-0.6,7,2,0.0,-3,-5,8,5
COc1ccccc1NC(=S)N(Cc1cccnc1)Cc1ccccc1Cl,2,100,1.0,27,-1,0.0,2,2,0,4
CCCCN1C(=O)c2ccc(C(=O)NCc3ccco3)cc2C1=O,-7,100,-3.5,8,0,-0.2,-12,x,3,6
Cc1ccc(C(=O)NC(=S)NCCN2CCOCC2)cc1,50*,99,-0.4,4,2,-0.2,3,-3,5,-2
O=C(CC(c1ccccc1)C1CCCCC1=O)c1ccccc1 (stereo not drawn),-1,90,1.1,4,-2,0.1,-5,-6,4,-6
CS(=O)(=O)Nc1ccccc1C(=O)Nc1ccccc1Cl,x,91,-1.3,-3,0,-0.1,10,x,-3,-2
O=C1c2ccccc2NC(c2cccs2)N1O (stereo not drawn),0,98,-1.8,4,0,-0.4,0,-7,17,-4
COC(=O)c1ccc2c(=O)sc(N3CCC(C(N)=O)CC3)nc2c1,16,104,-2.1,16,0,-0.1,-4,-8,-2,3
CCCC(=O)OC/C(O)=C(\C#N)c1nc2ccccc2[nH]1,-2,95,-2.6,15,20,-0.6,5,-3,-6,2
O=c1[nH]n(-c2ccccc2Cl)c(=O)c2ccccc12,x,89,-2.2,5,1,-0.1,2,-19,9,0
COc1ccc(C(=O)Nc2ccc(S(=O)(=O)Nc3nccnc3OC)cc2)cc1,9,93,-1.4,7,-1,-0.2,3,-4,1,2
OC(CNc1nc(C(F)(F)F)nc2ccccc12)c1ccccc1 (stereo not drawn),-11,96,0.8,-2,-1,0.0,-4,-4,-9,-12
CCC1(c2ccccc2)NC(=O)N(CC(=O)N(C)CC(=O)Nc2cccc(F)c2)C1=O (stereo not drawn),1,92,-5.2,18,2,-0.1,-6,x,0,6
CC(=O)Nc1ccc(NC(=O)c2c(C)noc2C)cc1,23,89,-2.1,5,1,0.1,1,x,-3,6
CC(C)COC(=O)N1CCCCC1c1cc(C(=O)N2CCOCC2)no1 (stereo not drawn),15,99,-0.9,0,1,0.0,-3,-5,7,-1
CCOCCCNC(=O)CCC(=O)NNc1nc2ccccc2c2nc(-c3ccccc3)nn12,x,96,-0.1,14,4,0.1,6,-3,54*,-2
CCOC(=O)C1(Cc2cccc(F)c2)CCN(C(=O)c2cnc(C)cn2)CC1,5,103,0.1,-3,1,-0.2,-11,-6,-12,-2
COCCNC(=O)C1(C)CCN(C(=O)c2oc3ccccc3c2C)C1 (stereo not drawn),10,94,-2.0,2,0,0.0,-6,-5,1,11
Cc1ccc(CN(c2ccc(C(=O)N3CCOCC3)cc2)S(C)(=O)=O)cc1,-14,94,0.8,-1,0,1.1,-10,x,-2,-1
Nc1sc2c(c1C(=O)NC1CCS(=O)(=O)C1)CCCC2 (stereo not drawn),x,107,0.9,4,2,-0.1,6,-6,-2,22*
CCCOc1ccc(CC(=O)NCC2(c3ccccc3)CCOCC2)cc1OC,3,96,1.4,7,0,0.5,-10,-6,3,3
Cc1noc(C)c1S(=O)(=O)Nc1ccc(C#N)cc1,0,98,-1.2,-3,1,0.0,0,x,1,2
COc1cccc(N2CCN(CC(=O)Nc3ccccc3C(=O)NCc3ccccc3)CC2)c1,-7,89,-1.8,1,-2,-0.7,13,-7,40,-8
CC(C)(C)c1ccc2c(c1)N(CC(=O)O)C(=O)CO2,-3,103,-2.8,6,2,0.0,-1,-6,-2,0
CCCn1c(NCc2ccccn2)nc2ccccc21,11,101,-0.6,4,1,-0.1,-4,-4,-7,0
C/C(=N\NC(=O)CCCOc1ccc(Cl)cc1C)c1ccc(C)o1,-12,98,0.8,10,0,-0.1,-1,-3,-6,-4
N/C(=N\O)c1ccc(Oc2ccccc2Cl)c([N+](=O)[O-])c1,-21,95,-1.1,-4,-2,-0.2,-3,-5,-2,2
COc1ccc(NCN2C(=O)CCC2=O)cc1,x,95,-0.4,4,5,1.0,8,x,5,1
Nc1ccn([C@@H]2O[C@H](CN=C3NS(=O)(=O)c4ccccc43)[C@@H](O)[C@H]2O)c(=O)n1,0,96,0.9,8,4,0.7,9,-7,6,-2
Cc1nonc1NC(=O)CSc1nc(C2CCCCC2)nc2ccccc12,-8,97,1.6,11,10,0.5,1,-3,2,-3
CCn1c(CC(=O)Nc2ccccc2F)nnc1SCC(=O)NC1=NCCS1,9,91,-1.5,15,1,0.0,4,-9,2,-2
Cc1[nH]n(C(N)=S)c(=O)c1N=Nc1cc(-c2ccc(Br)cc2)[nH]n1,5,94,-2.0,-1,0,-0.4,-8,-4,3,-2
Cn1c(CNc2ccc(Br)cc2)nc2ccccc21,-5,99,-1.1,3,-6,0.1,7,-9,-12,-5
O=C(CCNC(=O)c1ccc(Cl)cc1)Nc1cccc(S(=O)(=O)N2CCCCCC2)c1,-4,96,-4.4,-7,-2,0.3,7,-6,-5,2
COc1ccccc1C(=O)NCCn1ccc2ccccc21,23,106,0.9,-1,-2,0.3,-1,x,-9,-3
# Additional compounds.
SMILES,Vif imaging,ABCB6 inh MLPCN,MC4R ag barr,MC4R antag cAMP,N-glyco inh,aDG glyco act,PDI inh,CaV13 FRET inh,H9c2 protect,HTR2A ag
c1ccc(CN2CCC(Nc3nc(-c4cccs4)nc4ccccc34)CC2)cc1,-32,99,0.5,7,4,-0.4,-2,0,-27,-3
COc1ccc(COC(=O)Nc2cn(C)nc2C(F)(F)F)cc1,0,98,-3.5,0,2,-0.3,3,-3,2,-1
O=S1(=O)N=C(Nc2ccc(N3CCOCC3)cc2)c2ccccc21,1,101,0.9,11,0,0.0,-7,-8,-1,-5
CCn1c(-c2cccn(Cc3ccccc3)c2=O)n[nH]c1=S,1,86,-0.8,5,1,0.0,4,7,-4,0
Cc1cccc(C(=O)N2CCN(c3ncnc4c3cnn4-c3ccccc3)CC2)c1,-25,92,-1.1,3,0,1.6,-5,-1,4,0
CC(C(=O)OCC(=O)Nc1ncc(Cl)cc1Cl)N1C(=O)c2ccccc2C1=O (stereo not drawn),3,91,-1.0,2,1,0.0,-15,x,-11,1
